Assay outcomes as filed in PubChem BioAssay.
Dicer inh: blocks human Dicer maturation of pre-miR-21; Q9UPY3; cat-ELCCA pre-miR-21 Dicer processing, chemiluminescence; active compounds read high; z-score at 25 µM; 47,000 compounds, 6% hits; AID 1347074; in the data active = z-score above about 3, passing the limit was not always enough;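 also: plate controls were vehicle for no effect and no enzyme for full effect; higher signal means more uncleaved substrate so more Dicer inhibition; strong numbers were not always called active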
The depositor's hits bear a star; ! = a repeat was not active. Some of the compounds tested (hit frequency here may not be typical).

Start of the listing, in advance (seven entries):
Structure	Dicer inh
COC(=O)C(C)Sc1nc2ccccc2[nH]1 (stereo not given)	0.33
COc1ccc(NC(=O)CSCC(=O)O)c(N2CCOCC2)n1	1.6
COC(=O)c1ccc(S(=O)(=O)N(CCO)Cc2ccccc2)n1C	0.97
Cn1ncc2nnn(-c3ccccc3)c(=O)c21	-0.65
S=C1SCN(CCc2ccccc2)CN1CCc1ccccc1	-1.3
Brc1cccc(CSc2ncnc3nc[nH]c23)c1	-0.24
COc1ccccc1NC(=O)Nc1nnc(COc2ccccc2F)s1	4.8*

The listing, from the first entry:
Structure	Dicer inh
COC(=O)C(C)Sc1nc2ccccc2[nH]1 (stereo not given)	0.33
COc1ccc(NC(=O)CSCC(=O)O)c(N2CCOCC2)n1	1.6
COC(=O)c1ccc(S(=O)(=O)N(CCO)Cc2ccccc2)n1C	0.97
Cn1ncc2nnn(-c3ccccc3)c(=O)c21	-0.65
S=C1SCN(CCc2ccccc2)CN1CCc1ccccc1	-1.3
Brc1cccc(CSc2ncnc3nc[nH]c23)c1	-0.24
COc1ccccc1NC(=O)Nc1nnc(COc2ccccc2F)s1	4.8*
O=C(Nc1cccs1)N1CCN(c2ncccn2)CC1	0.09
O=C(O)CCc1ccc(-c2ccc(Cl)cc2)n1Cc1ccco1	2.6
Cc1cccc(C)c1OCc1nnc(CCc2ccccc2)o1	-1.6
C#CCN[C@@H]1CCc2ccccc21	-0.69
COc1ccc(C2NN=C(c3ccc(C)cc3)S2)cc1 (stereo not given)	0.92
COc1nc2c(s1)C(=O)NCCC2	0.72
COC1=CC(=O)C[C@@H](C)[C@]12Oc1c(Cl)c(OC)cc(OC)c1C2=O	0.06
CCCCc1nc2sc3c(NCCN4CCOCC4)ncnc3c2c2c1COC(C)(C)C2	0.07
C=CCNC(=O)c1ccccc1NC(=O)CN1C(=O)c2ccccc2S1(=O)=O	-0.39
COc1ccc(Oc2ccc(C(F)(F)F)c(NC(=O)C3CCC3C(=O)O)c2)cc1 (stereo not given)	0.06
CN(C)/C=N/c1nc(Sc2c(Cl)cccc2[N+](=O)[O-])n[nH]1	2.1
O=C(CC1SC(=Nc2ccc(O)cc2)NC1=O)Nc1ccc(Br)cc1 (stereo not given)	3.8*
CCCSC(=S)c1c(C)[nH]n(-c2ccc(C)cc2)c1=O	2.2
CCC1C2=C(CC(C)(C)CC2=O)Nc2c1c(C)nn2-c1ccccc1 (stereo not given)	-2.6
CS(=O)c1ccc(-n2c(=O)n(Cc3ccccc3)c(=O)c3[nH]cnc32)cc1 (stereo not given)	-0.2
O=C1c2ccccc2NC(c2ccc3c(c2)OCO3)N1Cc1ccccc1 (stereo not given)	3.4*
O=C(O)c1c(F)cccc1I	4
CC(=O)c1nnn(-c2cc(C(F)(F)F)ccc2Cl)c1C	1.5
CCCN1C(=O)C(O)(CC(=O)c2ccc(C)cc2)c2ccccc21 (stereo not given)	0.04
O=C(CCC(=O)c1ccc(F)cc1)c1ccc(F)cc1	0.91
COc1ccc(/C(O)=C2/C(=O)C(=O)N(CCCN(C)C)C23C(=O)N(C)c2ccccc23)cc1 (stereo not given)	3.7*
CCn1c2ccc(Br)cc2c2cc(Br)cc(Br)c21	-0.24
Cc1cn2c3ccccc3nc2n1CCCO	1.9
O=C1CSC(=Nc2ccc(F)c(Cl)c2)N1c1ccc(F)c(Cl)c1	19
Nc1nc(-c2ccc3c(c2)OCCCO3)cc(C(F)(F)F)n1	-2
COc1ccc(N2CCN(c3ncc4c(n3)CCCC4=O)CC2)cc1	-1.6
CCn1ccc(C(=O)Nc2sc(C(=O)OC)c(C)c2C(=O)OC)n1	-1.1
Cc1nc2ccccn2c1-c1ccnc(SCC(=O)c2ccc(Cl)cc2)n1	-1.4
Cc1cc(C)cc(N/C=C(\C#N)S(=O)(=O)Cc2ccc(Cl)cc2)c1	-0.04
CCOC(=O)C(c1ccccc1)C(Nc1ccc(Cl)c(Cl)c1)c1ccccn1 (stereo not given)	-0.86
CCn1cc(C(=O)O)c(=O)c2cc(F)c(N3CCNCC3)cc21	-0.24
CN(C)c1cccc2cccc(N(C)C)c12	-0.65
O=c1[nH]nc(SCc2ccccc2)c(=S)[nH]1	5.7
Cc1ccc2c(c1)N(CCO)/C(=C/c1sc3ccccc3[n+]1C)S2	0.4
OC(c1nc2ccccc2[nH]1)C(O)C(O)C(O)c1nc2ccccc2[nH]1 (stereo not given)	3
Cc1onc(-c2c(Cl)cccc2Cl)c1NC(=O)NC(C)(C)C	1.7
Cc1ccc(C2C3=C(CCCC3=O)N=C3c4ccccc4C(=O)C32)cc1 (stereo not given)	1.5
Cc1cn([C@H]2C[C@H](N=[N+]=[N-])[C@@H](CO)O2)c(=O)[nH]c1=O	0.52
CCOC(=O)c1c[nH]n2c(=O)cc(-c3ccccc3)nc12	-0.98
O=C(Cc1coc2ccc3ccccc3c12)Nc1ccc(Cl)cn1	-1.9
Cn1cc(S(=O)(=O)Nc2ccc(Oc3c(Cl)cccc3Cl)nc2)cn1	-2
O=S(=O)(Cc1ccccc1)c1ccc(C(F)(F)F)cn1	-0.27
O=[N+]([O-])c1ccc(Oc2c(Cl)cc(S(=O)(=O)N3CCCCC3)cc2Cl)c(Cl)c1	-1.1
O=C(Nc1ccc(F)cc1)Nc1nc2ccccc2s1	0.83
O=C1CC(c2ccc(Cl)cc2)CC2=C1C(c1cccs1)Nc1ccccc1N2 (stereo not given)	-0.38
O=C1CSCN1Cc1cc(Cl)cc(Cl)c1	0.58
N#C/C(=C\c1ccc(C(F)(F)F)cc1Cl)S(=O)(=O)c1ccccn1	-0.88
Cc1occc1C(=O)Nc1ccc(N(C)C)cc1	0.12
COc1cccc(CN(C)C)c1O	-1.3
O=C(Nc1nc2ccccc2c(=O)s1)c1ccc(Cl)cc1	0.27
Cc1c(O)c(-c2ccccc2)c(=O)n(-c2ccccn2)c1-c1ccccc1	-0.34
CCOC(=O)N1CCC(N/C=C(\C(C)=O)S(=O)(=O)c2ccc(Cl)cc2)CC1	-1.9
Cn1ncc2c(-n3ncc(C#N)c3N)ncnc21	0.99

Further entries follow.
Structure	Dicer inh
Cc1occc1-c1nnc(SCC(=O)O)o1	3.4*
CCOc1ccc(-c2nc(-c3ccc(C)nc3OCC)no2)cc1	0.45
C/C(=N\O)c1cc2cc([N+](=O)[O-])ccc2o1	0.05
CC(CN1c2ccccc2Sc2ccccc21)N(C)C (stereo not given)	3.8*!
Cc1nn(-c2ccccc2)nc1-c1n[nH]c(=S)n1-c1cccc(Cl)c1C	-1.5
O=S(=O)(c1ccc2nsnc2c1)N1CCCCC1c1cccnc1 (stereo not given)	-0.55
O=c1c(Cc2ccc(Cl)cc2Cl)c(-c2ccccc2)sc2ccccc12	-2.3
Cc1nc(Nc2ncc3c(n2)CC(c2ccccc2)CC3=O)nc2ccccc12 (stereo not given)	1.3
COC(=O)c1ccc(/C=C/c2cccc(Cl)c2)s1	0.7
CCOC(=O)NC(=O)c1cn(Cc2ccco2)c(=O)[nH]c1=O	-0.32
Cc1cc(NC(=O)c2nc3ncccn3n2)no1	-0.17
c1ccc(Cn2c(NCc3cccs3)nc3ccccc32)cc1	3*
Cc1ccc(-n2cnc3c(sc4nc(N5CCOCC5)c5c(c43)CC(C)(C)OC5)c2=O)cc1	0.71
COc1cc(NC(=O)COc2ccc(F)cc2)nc(OC)n1	-0.02
O=C1C(=O)N(CCN2CCOCC2)C(c2cccs2)/C1=C(\O)c1ccccc1 (stereo not given)	1.3
CN(C(=O)c1ccc2nccnc2c1)C1CCCCC1	0.37
CC(C)(C)c1ccc(C(=O)CC2(O)C(=O)Nc3ccc(Cl)cc32)cc1 (stereo not given)	1.3
CN1CCc2c(sc(N)c2C(=O)c2ccc(Cl)cc2)C1	-1.5
CCCC1=C(C(=O)OCC)C(c2ccccc2)n2c(nc3ccccc32)N1 (stereo not given)	-0.46
COc1cc(C2C(C(=O)OCC3CCCO3)=C(C)NC3=C2C(=O)CCC3)ccc1OCCO (stereo not given)	-0.23
CC1CCC2C(=O)N(c3ccc(C(=O)OC(C)C(=O)c4ccccc4)cc3)C(=O)C2C1 (stereo not given)	3.1*
COC(=O)c1ccc(N2C(=O)CC(N3CCN(C)CC3)C2=O)cc1 (stereo not given)	0.87
CCCOc1ccc(C2C(C(=O)OC(C)C)=C(C)NC3=C2C(=O)CC(C)(C)C3)cc1OC (stereo not given)	-0.83
CC(C)c1c(Br)c(=O)oc2c3c4c(cc12)CCCN4CCC3	-1.7
Cn1c(CSc2ccccc2)n[nH]c1=S	0.59
Cc1ccc(N/C=C(\C#N)S(=O)(=O)c2ccc(Cl)cc2)c(C)c1	-0.81
CSc1nn(-c2ccccc2)c(-c2ccc(OC(F)(F)F)cc2)c1C#N	-3.3
O=C1CC(c2ccco2)CC2=C1C(c1ccccc1)C1=C(N2)c2ccccc2C1=O (stereo not given)	7.9
N#CC(Nc1ccc(C(F)(F)F)cc1)c1ccccc1 (stereo not given)	2.4
CCOC(=O)c1cc(C#N)c(C)nc1N(CC)CC	5.1
CC(C)(C)NC(=O)CSc1nc(-c2ccc(F)cc2)cc(C(F)(F)F)n1	0.16
CCc1cc2c(=O)c(-c3nc4ccccc4n3C)coc2cc1OC(C)=O	1.2
CN(C)c1nc(Oc2ccc(=O)n(C)n2)nc(N(C)C)n1	0.26
Fc1cccc(CN2CCN(C3CCCC3)CC2)c1	3.8*
CC(C)(C)NC(=O)N1CCCN(c2ccc(C(F)(F)F)cn2)CC1	1.6
CNC(=O)NNC(=O)Cn1nnc(N2CCCCC2)n1	-0.55
CNc1ncnc(Sc2ccc(Cl)cc2)c1[N+](=O)[O-]	-4.3
CCOC(=O)Cn1cc(Cl)ccc1=O	-0.52
CCOC(=O)c1cc(Sc2cccc(OC)c2)cc(C(=O)OCC)n1	-0.79
O=c1cc(CSc2nc3ccccc3s2)[nH]c2nc3ccccc3n12	-0.2
CCOc1cc(-c2cccs2)cc(=O)c2c(C)oc(C)c12	2.3
COC(=O)c1ccc(CSCCN)o1	-1.1
CCCCN1C(=O)C(O)(CC(=O)c2cc(OC)ccc2OC)c2cc(Br)ccc21 (stereo not given)	2.7
O=[N+]([O-])c1ccc(Oc2ccccc2F)nc1	-0.57
CCOc1cc(C2Nc3ccccc3NC3=C2C(=O)CC(C)(C)C3)ccc1O (stereo not given)	1.1
O=S(=O)(c1ccccc1)n1nccc1C(c1ccccc1)c1ccccc1	1.4
O=S(=O)(c1ccc(Cl)c(-c2nnc(-c3ccc(Br)cc3)o2)c1)N1CCOCC1	0.04
COc1ccc(C(=O)O/C(=C/c2nccn2C(=O)c2ccc(OC)cc2)c2ccc(OC)cc2)cc1	-1.7
COc1ccc(-c2c(C(F)(F)F)oc3cc(OC(=O)c4ccco4)ccc3c2=O)cc1OC	-0.46
CC(O)CNc1nc2c(c(=O)n(Cc3ccccc3)c(=O)n2C)n1C (stereo not given)	0.15
CCOC(=O)c1sc(SC)c2c1-c1ccccc1N(C)S2(=O)=O	-1.6
CC1(C)CC(=O)c2sc(Nc3ccccc3Cl)nc2C1	1.1
CN(C)/C=c1\s/c(=C/C(=O)c2cccs2)[nH]c1=O	-0.56
CCN1C(=O)C2(/C(=C(/O)c3ccc(OC)cc3)C(=O)C(=O)N2CCN(C)C)c2ccccc21 (stereo not given)	4.3*
Cc1ccc(N2C(=O)c3oc4ccccc4c(=O)c3C2c2cccc(Br)c2)nc1 (stereo not given)	2.9
O=[N+]([O-])c1ccc(C23CC4CC(CC(Br)(C4)C2)C3)cc1	4
Cc1ccc2[nH]c(-c3ccccc3)c(CN3CCOCC3)c(=O)c2c1	1.3
CC(=O)Nc1nc(C)c(Oc2ccc(Cl)cc2Cl)c(=O)[nH]1	-0.17
C#CCSc1nc(C(OC)OC)cc(=O)[nH]1	0.44
CCOC(=O)c1c(N2C(=O)CCC2=O)sc2c1CCCC2	-0.58

Next records
Structure	Dicer inh
CC1CN(c2ccc(NC(=S)NN)cc2)CC(C)O1 (stereo not given)	0.49
C=CCn1c(SCc2nnc(SCc3ccc(F)cc3)n2C)nnc1-c1ccccc1	0.18
O=C1NC(=O)c2cc(Nc3ccccc3)c(Nc3ccccc3)cc21	0.37
COc1ccc(Nc2ncnc3c2cnn3-c2ccccc2)cc1	2.8
CN(C)/C=N/NC(=O)c1nn(-c2cccc(Cl)c2)cc(Sc2ccc(Cl)cc2)c1=O	-1.1
CC(C)(C)c1cc(C(C)(C)C)c2oc(C(=O)O)cc(=O)c2c1	0.35
O=C(O)c1nccnc1C(=O)Nc1cc(Cl)c(-n2cccc2)cc1Cl	0.03
FC(F)(F)c1ccccc1N/N=C/c1c(Br)sc2ccc(Cl)cc12	2.3
Cc1ccc(-c2nc3ccccc3n3cc4c(=O)n(C)c(=O)n(C)c4c23)cc1	-2.7
Cc1cc(Nc2ccc(Br)cc2)nc(-c2ccccc2O)n1	1.6
c1ccc(Cn2c3ccccc3n3nc(-c4ccco4)nc23)cc1	0.35
CC(C)N1C(=O)C(O)(CC(=O)c2ccccc2O)c2ccccc21 (stereo not given)	-0.29
CCCCCn1c(Sc2nc3ccccc3c(C)c2C#N)n[nH]c1=O	2
CCOC(=O)c1c(C)oc2c1c(CN1CCOCC1)c(O)c1ccccc12	-1.1
CC1(C)CC(=O)C2=C(C1)Nc1ccccc1NC2c1cccc(F)c1 (stereo not given)	2
O=C(CCc1ccccc1)NNc1ccc(F)cc1F	-1.4
Cc1c(Br)c([N+](=O)[O-])nn1CC(=O)N1CCN(C)CC1	0.97
